Platelet DG rel – modulates dense granule release in human platelets. inhibition, %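 (compounds screened at 7.5 µM in platelet-rich plasma)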. 0.22% of 300,000 active. human platelet-rich plasma, SFLLRN dense granule ATP release, luminescence;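 active = mean replicate score, as percent of positive control, at or above 50; inconclusive = mean below 50 but at least one replicate at or above 50; inactive = mean and every replicate below 50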
HSF1 inhib – HSF1 inhibition | NIH3T3-HGL HSE-luciferase, MG132-induced, luminescence 8 h; hits give low values | activity change, negative = inhibition, % at 7.5 µM (by protocol) | 0.77% of 300,000 active | AID 2098;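 active = more than half of replicate wells show activity change below -50%, luminescence cut by over half; inconclusive = some wells, but at most half, below -50%; inactive = no replicate well below -50%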;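 also: luciferase reports HSF-1 transcriptional activity via heat shock element; 0% = median of DMSO wells and -100% = zero luminescence signal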
HSP90 inh – HSP90 refolding inhibition in rabbit reticulocyte lysate. luciferase refolding luminescence, 3 h. inhibition, % at 5.6 µM. 0.91% of 290,000 active;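 active = inhibition above the screen-wide mean plus 3 SD, computed separately per campaign, cut at about 16% in these data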;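 also: 0% = DMSO wells and 100% = 60 µM geldanamycin wells; inhibitors lower the luminescence because luciferase stays unfolded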
Dyrk1A ADPGlo – Dyrk1A (rat) kinase inhibition. 0.43% of 310,000 active. inhibition, % at 12.5 µM. ADP-Glo luminescence, NFATc1 peptide. Q63470; in the data active = inhibition above about 50%;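 also: plate controls were vehicle with enzyme for no effect and no enzyme for full effect; many of its hits are not listed in these tables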
aSyn UTR inh – MLPCN primary screen, SNCA 5' untranslated region. alpha-synuclein 5'UTR reporter, inhibitor activity. inhibition, % (tested at 7.5 µM). 0.82% of 300,000 active; in the data active = inhibition above about 60%; inconclusive = no clear call, values can overlap the other calls;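 also: H4 neuroglioblastoma cells stably carrying SNCA 5'UTR luciferase fusion; 0% = DMSO wells and 100% = positive control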
KLF5 inhibitor – inhibitors of KLF5 expression | DLD-1 KLF5 promoter-luciferase reporter, luminescence | inhibition, % at 5 µM | 0.23% of 290,000 active;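 active = inhibition above a per-plate limit of that plate's mean compound inhibition plus 3 SD, cut at about 60% in these data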;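 also: 0% = DMSO wells and 100% = LY294002 at 200 µM; higher means less KLF5 promoter-driven luciferase light; inactives centre near -14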
GSK3B inh – inhibitors of human GSK3beta kinase. P49841. GST-GSK3beta kinase, ADP-Glo luminescence, 60 min; hits give low values. activity score (negative = inhibition), % at 10 µM. 0.038% of 300,000 active;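 active = more than half of replicate wells score below -50%, meaning over 50% inhibition versus plate controls; inconclusive = some replicates but at most half score below -50%; inactive = no replicate scores below -50%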;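 also: 0% = median DMSO wells and -100% = median GW8510 positive control wells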
Target sequence (P49841 whole entry, looked up): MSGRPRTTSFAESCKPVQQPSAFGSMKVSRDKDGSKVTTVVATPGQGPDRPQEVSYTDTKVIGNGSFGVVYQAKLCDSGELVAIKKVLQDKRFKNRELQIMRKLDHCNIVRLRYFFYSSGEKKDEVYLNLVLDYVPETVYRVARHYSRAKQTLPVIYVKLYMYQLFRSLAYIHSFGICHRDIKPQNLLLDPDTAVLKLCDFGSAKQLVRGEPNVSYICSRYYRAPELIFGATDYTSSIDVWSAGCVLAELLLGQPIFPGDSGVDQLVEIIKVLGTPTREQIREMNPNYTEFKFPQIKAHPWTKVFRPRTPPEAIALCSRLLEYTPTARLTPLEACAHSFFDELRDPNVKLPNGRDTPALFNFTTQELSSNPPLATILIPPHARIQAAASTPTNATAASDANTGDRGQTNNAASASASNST
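Assay system: GST-fused GSK3beta enzyme, cell-free / Medium: Tris pH 7.5 buffer with MgCl2, DTT, BSA, heparin / Also added: peptide substrate plus 25 µM ATP (final) / Compound: 10 µM single point / Timing: kinase reaction with compound 60 min at room temperature / Detection: ADP-Glo luminescence / Benchmarks: DMSO neutral wells and GW8510 at 20 µM as positive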
IEC-6 cytotox – kills IEC-6 intestinal cells in KLF5 counter-screen; IEC-6 cytotoxicity, luminescence viability; 0.78% of 290,000 active; inhibition, % at 5 µM; in the data active = inhibition above about 22%;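 also: 0% = plate median of test compound wells and 100% = cytotoxic reference compound wells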
HSF-1 act – increases HSF-1 driven luciferase reporter signal; 1.7% of 300,000 active; NIH3T3-HGL HSF-1 luciferase reporter, MG132, 8 h; 100% = twice DMSO control signal; activation, % at 9 µM;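 active = mean replicate activation of at least 50% with a set share of replicates each reaching 50%; inconclusive = only one of those two conditions met; inactive = mean below 50% and too few replicates reaching it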;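 also: 0% = median of the neutral control wells and 100% = twice that signal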
GSK3A inh – blocks human GSK-3 alpha kinase. P49840. 0.1% of 320,000 active. ADP-Glo luminescence, 60 min. inhibition, % at 10 µM;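 in the data active = inhibition above about 50%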;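 also: GST-tagged GSK-3 alpha with peptide substrate and 25 µM ATP; 0% = DMSO neutral wells and 100% = GW8510 positive control wells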
Target sequence (P49840 whole entry, looked up): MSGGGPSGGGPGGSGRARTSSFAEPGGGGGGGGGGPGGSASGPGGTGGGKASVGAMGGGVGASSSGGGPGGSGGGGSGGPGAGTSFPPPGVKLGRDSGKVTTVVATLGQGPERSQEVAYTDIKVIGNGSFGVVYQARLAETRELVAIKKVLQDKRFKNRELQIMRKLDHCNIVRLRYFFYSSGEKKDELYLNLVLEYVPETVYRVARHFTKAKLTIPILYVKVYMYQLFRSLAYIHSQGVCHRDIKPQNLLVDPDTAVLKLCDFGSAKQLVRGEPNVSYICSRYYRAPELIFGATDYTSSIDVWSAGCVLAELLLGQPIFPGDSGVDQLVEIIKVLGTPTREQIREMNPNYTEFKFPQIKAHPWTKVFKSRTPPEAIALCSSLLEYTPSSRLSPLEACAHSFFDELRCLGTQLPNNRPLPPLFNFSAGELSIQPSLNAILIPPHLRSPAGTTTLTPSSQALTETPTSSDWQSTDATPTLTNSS
The depositor's hits bear a star; ? = inconclusive; . = no result given. A portion of the library; count on the stated rates, not on these rows.

The opening two records as a preview:
SMILES | Platelet DG rel | HSF1 inhib | HSP90 inh | Dyrk1A ADPGlo | aSyn UTR inh | KLF5 inhibitor | GSK3B inh | IEC-6 cytotox | HSF-1 act | GSK3A inh
O=C(NCCC1=CCCCC1)c1c(O)nc2sccn2c1=O | -20 | 2 | . | -1 | -24 | . | 1 | . | 2 | .
O=C(NC(=S)N1CCc2ccccc21)c1ccccc1 | 2 | 0 | 2 | -1 | -42 | 12 | -10 | 9 | -7 | -1

This part in full, from the first entry:
SMILES | Platelet DG rel | HSF1 inhib | HSP90 inh | Dyrk1A ADPGlo | aSyn UTR inh | KLF5 inhibitor | GSK3B inh | IEC-6 cytotox | HSF-1 act | GSK3A inh
O=C(NCCC1=CCCCC1)c1c(O)nc2sccn2c1=O | -20 | 2 | . | -1 | -24 | . | 1 | . | 2 | .
O=C(NC(=S)N1CCc2ccccc21)c1ccccc1 | 2 | 0 | 2 | -1 | -42 | 12 | -10 | 9 | -7 | -1
COc1ccc(C2CC(c3cccs3)=NN2C(=O)CSc2nc(=O)n3ccc(C)cc3n2)cc1 (stereo not drawn) | -21 | 11 | . | 6 | -19 | . | 0 | . | 21 | 0
O=C(NCc1ccco1)C1CCCN(c2ncnc3c2nc2n3CCCCC2)C1 (stereo not drawn) | 6 | 0 | -8 | -2 | 20 | -41 | 2 | 0 | -8 | -1
O=C(O)c1ccc(NCc2cccc(Br)c2)cc1 | 5 | -1 | -1 | 1 | 25 | -3 | 2 | 8 | -6 | -4
O=C(CSc1ncccn1)N1CCN(C(c2ccccc2)c2ccccc2)CC1 | -6 | 14 | 4 | 2 | -9 | -3 | 0 | 4 | 11 | -6
COc1ccc2ccc(=O)oc2c1CC(O)C(C)(C)O (stereo not drawn) | -1 | 4 | . | 4 | 2 | . | 1 | . | 7 | 2
O=C(c1ccncc1)N1CCN(S(=O)(=O)c2ccc(F)cc2)CC1 | 7 | -2 | 0 | -5 | 8 | -4 | 0 | -8 | -23 | 2
CCc1cc(=O)oc2cc(C)cc(OCC(=O)NCCc3c[nH]c4ccccc34)c12 | 1 | 9 | -1 | -7 | -27 | -37 | 0 | 2 | 8 | -4
O=C(Nc1ccc(-c2nc3ccccc3o2)c(O)c1)c1cc(-n2cnnc2)ccc1Cl | -2 | -1 | -1 | 1 | -13 | -42 | 0 | 2 | 12 | -2
CC(C)(C)n1cnc(C(N)=O)c1N | 8 | -1 | 4 | 1 | 11 | -30 | 3 | -3 | -25 | -1
OC[C@H](O)[C@H](O)[C@@H](O)[C@@H](O)[C@@H]1SC(c2ccccc2)=NN1c1ccccc1 | -10 | -3 | 0 | . | -19 | -11 | 0 | -6 | 6 | -1
NC(=O)c1cc2ccccc2o/c1=N/NC(=O)c1ccccc1 | -16 | -1 | 4 | 2 | -34 | -37 | 0 | -2 | -1 | 10
O=C(NCCc1ccccn1)c1cccc(S(=O)(=O)N2CCCCCC2)c1 | 8 | -29 | 7 | -4 | 19 | -23 | 2 | 7 | -44 | 2
CC(=O)c1ccc(N2CCN(CC(O)COCc3ccco3)CC2)cc1 (stereo not drawn) | 9 | -4 | -2 | -3 | 1 | -11 | -3 | -9 | 23 | -3
O=C(Nc1cccc(Cl)c1)OCCOc1ccccc1 | -5 | 0 | -1 | 16 | -140 | -79 | 1 | -1 | -22 | 8
CCOc1cc(CNC(=O)CCCn2c(=O)c3cccn3c3cccnc32)cc(OCC)c1OCC | 7 | 4 | -4 | 6 | -5 | -29 | 1 | -1 | 13 | -1
CN(C)CCNC(=O)C1CCN(S(=O)(=O)c2ccc3ccccc3c2)CC1 | -6 | 3 | 0 | 2 | 4 | 0 | -12 | 5 | -8 | 2
Cn1nnnc1SCC(=O)NC1CCCC1 | 13 | -6 | -1 | -3 | 1 | -16 | -3 | 4 | 2 | -3
CCOC(=O)N1CCC(N2C(=O)c3ccccc3C2Nc2ccc3c(C)cc(=O)oc3c2)CC1 (stereo not drawn) | 4 | 4 | 18* | -7 | 2 | 3 | 2 | -7 | 3 | -2
O=C(CCCC(=O)N(CC(=O)NC1CCCCC1)c1cccc(F)c1)Nc1ccccn1 | -3 | -5 | -3 | -2 | -1 | -3 | 4 | -4 | -9 | -1
CCn1ncc(C2=NOC(C(=O)Nc3cnn(C45CC6CC(CC(C6)C4)C5)c3)C2)c1C (stereo not drawn) | -14 | -4 | -3 | 1 | -6 | -11 | 2 | 3 | 0 | 6
O=C(/C=C/c1cccs1)NC1CC1 | -5 | 0 | -3 | -3 | -30 | -22 | 3 | -2 | -3 | 0
CC(=O)Nc1ccc(S(=O)(=O)NNC(=S)NCc2ccco2)cc1 | 10 | -4 | -3 | -4 | 6 | -23 | 2 | -10 | 0 | 0
O=C(OCCO)c1cc(Cl)c(C(=O)OCCO)cc1Cl | 0 | -3 | -2 | 5 | 1 | -17 | -2 | -4 | 2 | -2
C[C@H](NC(=O)CCCn1nnc2ccccc2c1=O)C(=O)O | 12 | 3 | 0 | 1 | -1 | -32 | 0 | -3 | -11 | -1
CC(NC(=O)CN1CCN(Cc2ccc(Cl)cc2)C1=O)c1ccc2c(c1)OCCO2 (stereo not drawn) | 3 | -5 | 6 | 0 | 11 | -18 | 0 | 12 | -9 | -2
CC1CCC(NC(=O)CSc2nncs2)CC1 (stereo not drawn) | 6 | -2 | . | 1 | -9 | . | 2 | . | 15 | -2
O=C(NC1CC2CCCC(C1)N2C(=S)Nc1ccccc1Cl)C1CC1 (stereo not drawn) | 4 | -41 | -2 | -4 | -9 | -22 | 1 | -6 | -56 | 0
CCCCn1c(SCN2C(=O)c3ccccc3C2=O)nc2cc(S(N)(=O)=O)ccc21 | 80* | -10 | 0 | 3 | 10 | -6 | -3 | -3 | -10 | .
CCN(CC)C(=O)CNC(=O)Cc1ccc(Cl)cc1 | 2 | -4 | 1 | 3 | 23 | -6 | 0 | -4 | -5 | .
C=CCSC(=S)Nc1c(C)n(C)n(-c2ccccc2)c1=O | 0 | 2 | 0 | -5 | -9 | -23 | -1 | -1 | 1 | -3
COc1cc(NC(=O)c2cc(-c3ccco3)on2)cc(OC)c1OC | -29 | 4 | 4 | -4 | -1 | -22 | -3 | 11 | -11 | 0
Cc1ccccc1OCc1nnc(SCC(=O)Nc2ccc3nc(SCC(=O)NC(C)(C)C)sc3c2)n1C | 1 | 1 | 0 | -7 | 19 | -17 | 1 | -5 | 9 | 0
CCOC(=O)Cc1csc(N/N=C/c2ccc(Cl)cc2)n1 | -7 | -5 | 9 | -4 | 41 | -11 | 3 | -1 | 8 | -2
CN1C(=O)Cc2cc(S(=O)(=O)N3CCN(c4ccc(Cl)cc4)CC3)ccc21 | 21 | -1 | -3 | -2 | 13 | -18 | 4 | -4 | 6 | -3
Cc1nn2c(NCC(C)C)c3c(nc2c1-c1ccccc1)CCC3 | 5 | -5 | -4 | -5 | 24 | -29 | 3 | -6 | -6 | 0
COc1ccc(S(=O)(=O)N(C)c2ccc(C(=O)NCc3ccco3)cc2)cc1OC | -4 | -4 | 2 | 1 | 43 | -13 | -3 | -2 | -8 | -2
Cc1ccc2nc(-c3ccccc3)c(CN3CCOCC3)n2c1 | -4 | 1 | -3 | 2 | -28 | -41 | 2 | -1 | 11 | -2
COc1ccc(C)cc1NC(=O)CNC(=O)[C@@H]1Cc2ccccc2CN1 | -9 | -3 | 7 | -4 | 3 | -44 | 3 | 4 | 13 | -3
Cc1ccc(S(=O)(=O)Nc2ccc(C(=O)N3CCOCC3)cc2)cc1 | 1 | -3 | 0 | 2 | -13 | 1 | 0 | 4 | 4 | 2
COc1ccc(S(=O)(=O)Nc2c(C)nc3nc(C)[nH]n3c2=O)cc1 | 2 | 4 | -3 | -1 | -4 | -17 | -6 | 4 | 11 | -1
Cc1nc(C(=O)Nc2ccc(Cl)cc2)sc1C1(C)CC(c2ccccc2)=NO1 (stereo not drawn) | -1 | 2 | . | -1 | -6 | . | 2 | . | 9 | -1
COc1ccc(S(=O)(=O)N2CCC(C(=O)N[C@@H](C)C(=O)NCc3ccncc3)CC2)cc1 | -9 | -1 | 1 | -2 | -3 | 11 | 2 | 3 | -4 | .
CC(OC(=O)CC1CCCCC1)C(=O)Nc1ccc(S(N)(=O)=O)cc1 (stereo not drawn) | -1 | 0 | . | 2 | 6 | . | 1 | . | -7 | -3
COCCN(C(=O)Cc1cccs1)C(C(=O)NCc1ccc(OC)cc1)c1ccc(OC)cc1 (stereo not drawn) | 2 | 7 | 2 | -5 | 9 | 9 | -3 | 5 | -6 | 2
CCc1ccc2nc(N(CCCN(C)C)C(=O)c3ccc4c(c3)OCCO4)sc2c1 | -2 | 0 | -7 | -11 | -35 | -69 | 1 | -5 | -13 | -1
COc1nnc(-c2ccccc2)s1 | 11 | 0 | 1 | 11 | -36 | -19 | -2 | 5 | -10 | -2
COc1ccccc1NC(=S)NNC(=O)c1ccccc1 | -6 | 42 | 6 | 7 | -101 | -29 | 3 | 1 | ? | -3
C[C@H](NC(=O)OC(C)(C)C)c1nnc(SCC(N)=O)o1 | 6 | 0 | 2 | -3 | 28 | 14 | 3 | 4 | -10 | 1
N#C/C(=C\c1ccc(-c2cccc([N+](=O)[O-])c2)o1)c1nnc(N2CCOCC2)n1-c1ccccc1 | -1 | 0 | -4 | . | 2 | -12 | -4 | -2 | 13 | 3
CCN1C(=O)[C@H]2[C@@H](c3ccc(Cl)cc3)N3C(=O)CN(CCOC)C(=O)[C@@]3(C)[C@H]2C1=O | -1 | -8 | -4 | -7 | -7 | -9 | 1 | 0 | -16 | 0
COc1ccc(NC(=O)CC2C(=O)N(c3ccccc3)C(=O)N2CCc2cccs2)cc1 (stereo not drawn) | 5 | -7 | 5 | -7 | -9 | 8 | 2 | 5 | 8 | .
COC(=O)c1ccc2c(=O)n(CCCCCC(=O)O)c(=O)[nH]c2c1 | -3 | -17 | 9 | 5 | 26 | 2 | 0 | -2 | -25 | -2
CN(C(=O)CSc1n[nH]c(-c2cccs2)n1)C1CCS(=O)(=O)C1 (stereo not drawn) | -1 | -5 | . | -10 | 21 | . | -2 | . | 1 | 2
CCOC(=O)CCNC(=O)N1CCCC(C(=O)c2cc(C)c(OC)c(C)c2)C1 (stereo not drawn) | -5 | -1 | -1 | -2 | 3 | -13 | 0 | 3 | -2 | -6
COC(=O)CNC(=O)COc1ccccc1 | -6 | -34 | -2 | 1 | 7 | -25 | 0 | 4 | -45 | -2
O=C(CN(Cc1cccs1)C(=O)CNS(=O)(=O)c1ccc(F)cc1)NCC1CCCO1 (stereo not drawn) | -11 | 1 | 3 | -2 | -9 | -5 | -7 | 1 | 16 | -3
Cc1ccc(OCc2nc3ccccc3n2C)cc1 | 5 | 63 | 8 | 2 | -109 | -132 | -4 | 4 | 76* | -1
COC(=O)c1c(NC(=O)COc2ncnc3ccccc23)sc(C)c1C | -8 | -2 | -4 | 7 | -9 | -12 | 2 | 2 | 18 | .
CCN(CC)S(=O)(=O)c1ccc(Cl)c(C(=O)OC2CC(C)OC2=O)c1 (stereo not drawn) | -4 | 3 | -1 | -3 | 10 | -4 | 0 | -5 | 3 | -2
